DDE Tn6 FP inh: disrupts Tn6 cyclic peptide binding to fibrin D-Dimer-E complex | Fibrin DD(E) TRITC-Tn6 fluorescence polarization displacement | inhibition, % at 8.3 µM | 370,000 compounds, 0.21% hits | P02675;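 active = inhibition above a per-campaign cutoff: mean of compounds within control limits plus 3 SD, cut at about 15% in these data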;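 also: 0% = median of all compound wells on the plate and 100% = blocking peptide control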
UHRF1 binding: human UHRF1 methylated DNA binding inhibitors; AID 687016; Q96T88; UHRF1 binding to methylated oligo, TR-FRET; inhibition, % at 4.4 µM; 370,000 compounds, 0.75% hits; in the data active = inhibition above about 21%;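 also: UHRF1 SRA domain binding a hemimethylated CpG hairpin DNA probe; 0% = median of test compound wells and 100% = reference inhibitor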
ADAM17 inh: ADAM17 inhibition, QFRET primary screen | 370,000 compounds, 0.83% hits | recombinant ADAM17, EDANS/DABCYL FRET peptide cleavage | P78536 | inhibition, % at 6.95 µM;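 active = inhibition above the mean of compounds lying between control limits plus 3 SD, set per campaign, cut at about 8.5% in these data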;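 also: 0% = DMSO-only wells as the low control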
MBD2 DNA inh: MBD2-methylated oligo binding inhibition. 370,000 compounds, 0.31% hits. TR-FRET, MBD2 binding to methylated oligonucleotide. Q9UBB5. inhibition, % at 4.4 µM; in the data active = inhibition above about 13%
Tn7 DDE FP: disrupts Tn7 cyclic peptide binding to fibrin D-Dimer-E complex; P02675; FP displacement of FITC-Tn7 peptide from fibrin DD(E); 0% = median of compound wells per plate; inhibition, % at 8.3 µM; 370,000 compounds, 0.13% hits; AID 720508;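 active = inhibition above the mean of compounds falling within the control limits plus 3 SD of them, cut at about 14% in these data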;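 also: 0% = plate median of compound wells and 100% = 10 µM Aha-Tn7 peptide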
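Measure: % inhibition scaled between sample-field median and high-control FP; Test system: human fibrin DD(E); Quantity: 2 µM final DD(E) protein; Doses: one dose, 8.3 µM nominal; Schedule: compound with protein 10 min, then 3 h after probe, room temperature; Detection: fluorescence polarization; Medium: Tris buffer with calcium and detergent, pH 7.8.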
PLCb3 inh: inhibitors of human phospholipase C beta3 | inhibition, % at 12.2 µM | Purified PLC-beta3, fluorogenic substrate, fluorescence | 370,000 compounds, 0.18% hits; in the data active = inhibition above about 11%;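 also: 0% = median of compound wells on plate and 100% = full blocker control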
KLK7 zymogen act: activators of human kallikrein-7 zymogen. P49862. purified proKLK7, EDANS-DABCYL substrate fluorescence; 100% is mature enzyme control, 0% vehicle. activation, % at 7 µM. 370,000 compounds, 0.9% hits. AID 652039;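 active = activation above the mean of all tested compounds plus 3 SD, computed per campaign excluding outliers beyond control limits, cut at about 13% in these data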
PLCg1 inh: PLC-gamma1 (human) inhibition, primary screen; AID 720700; purified PLC-gamma1, fluorogenic substrate, fluorescence; inhibition, % at 12.2 µM; 370,000 compounds, 0.84% hits; P19174; in the data active = inhibition above about 9.5%
Target sequence (P19174 whole entry, looked up): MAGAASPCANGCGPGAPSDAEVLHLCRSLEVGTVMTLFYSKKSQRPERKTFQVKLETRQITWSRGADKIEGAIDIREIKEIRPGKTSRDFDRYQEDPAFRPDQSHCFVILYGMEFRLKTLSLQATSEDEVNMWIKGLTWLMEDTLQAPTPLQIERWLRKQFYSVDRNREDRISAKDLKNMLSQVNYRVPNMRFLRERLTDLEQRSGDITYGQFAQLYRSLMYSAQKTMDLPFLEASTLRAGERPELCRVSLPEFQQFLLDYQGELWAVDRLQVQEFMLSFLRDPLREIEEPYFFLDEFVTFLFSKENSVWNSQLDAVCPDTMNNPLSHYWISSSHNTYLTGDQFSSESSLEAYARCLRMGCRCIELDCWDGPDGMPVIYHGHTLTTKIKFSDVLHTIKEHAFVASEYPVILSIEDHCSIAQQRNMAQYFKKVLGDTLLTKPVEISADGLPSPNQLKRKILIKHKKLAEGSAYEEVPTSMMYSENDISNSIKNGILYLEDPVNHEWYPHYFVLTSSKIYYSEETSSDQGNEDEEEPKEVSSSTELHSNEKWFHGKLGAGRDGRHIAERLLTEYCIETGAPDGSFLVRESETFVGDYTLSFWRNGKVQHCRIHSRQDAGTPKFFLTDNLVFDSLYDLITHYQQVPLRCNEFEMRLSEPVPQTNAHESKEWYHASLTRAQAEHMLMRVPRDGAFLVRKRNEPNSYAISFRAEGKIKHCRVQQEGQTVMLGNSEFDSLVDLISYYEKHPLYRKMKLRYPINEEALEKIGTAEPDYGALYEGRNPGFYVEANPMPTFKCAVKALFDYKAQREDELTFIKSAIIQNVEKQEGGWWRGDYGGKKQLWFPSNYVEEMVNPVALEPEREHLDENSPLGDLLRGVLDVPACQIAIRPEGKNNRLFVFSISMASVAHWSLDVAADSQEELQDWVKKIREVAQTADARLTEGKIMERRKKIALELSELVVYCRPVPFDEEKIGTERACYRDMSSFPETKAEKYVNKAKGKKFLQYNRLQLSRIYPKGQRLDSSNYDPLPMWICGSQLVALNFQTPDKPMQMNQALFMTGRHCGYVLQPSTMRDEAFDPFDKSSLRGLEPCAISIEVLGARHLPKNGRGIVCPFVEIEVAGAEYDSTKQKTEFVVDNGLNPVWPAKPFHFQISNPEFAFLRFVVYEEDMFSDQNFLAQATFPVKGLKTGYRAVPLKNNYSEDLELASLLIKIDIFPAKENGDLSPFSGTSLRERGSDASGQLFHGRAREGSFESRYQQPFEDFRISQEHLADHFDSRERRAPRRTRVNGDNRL
ASAP1 GAP inh: inhibitors of human ASAP1 ArfGAP activity. Q9ULH1. ASAP1-stimulated ARF1 GTP hydrolysis, GDP FP detection. inhibition, % at 16.5 µM. 360,000 compounds, 0.19% hits. AID 624377; in the data active = inhibition above about 25%;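 also: 0% = vehicle with enzyme and substrate and 100% = no enzyme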
ARFGAP1 inhibitor: inhibitors of rat ARFGAP1; Q62848; Arfgap1-stimulated ARF1 GTP hydrolysis, GDP FP detection; inhibition, % at 16.5 µM; 360,000 compounds, 0.26% hits; AID 651572;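 active = inhibition above a per-plate limit, mean inhibition of low control wells plus 3 SD, cut at about 25% in these data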;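 also: 0% = DMSO wells with enzyme and 100% = wells lacking Arfgap1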
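material = rat Arfgap1 catalytic domain, aa 1-136 | also added = human ARF1(Δ1-17)-GTP substrate | compound dosing = one concentration, 16.5 µM, DMSO 1.26% | times = GTP hydrolysis reaction 2 h at 25 °C | measured by = FP, GDP Alexa 633 tracer displaced from anti-GDP antibody, 620/688 nm | evaluation = percent inhibition of Arfgap1-stimulated GTP hydrolysis | replication = single well per compound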
* hit, by the source's call; i = inactive; . = not tested or not shown; & = joins results of further samples. Hits appear at their usual frequency. Share with any hit: about 4.1%.

Structure	DDE Tn6 FP inh	UHRF1 binding	ADAM17 inh	MBD2 DNA inh	Tn7 DDE FP	PLCb3 inh	KLK7 zymogen act	PLCg1 inh	ASAP1 GAP inh	ARFGAP1 inhibitor
COC(=O)C1(Cc2cc(-c3ccc(OC)cc3OC)no2)CCN(C(=O)OC(C)(C)C)CC1	7.8	-5.1	4.6	-5.7	2.7	-1.6	-0.4	-2.2	2.4	5.2
O=C(CCc1nc2ccccc2[nH]1)NCc1ccc2c(c1)OCO2	-2.0	0.7	-3.4	-3.3	3.9	0.1	-0.2	0.1	-3.6	-0.1
CN(C)S(=O)(=O)c1ccc(C(=O)OCC(=O)c2csc(N3CCCCC3)n2)cc1	3.4	2.9	1.1	1.3	-8.8	-9.4	0.9	-1.6	2.5	-0.4
Cc1nc(S(=O)(=O)NC2CCCCC2)c(C#N)c(C)c1Cl	-5.8	4.0	0.5	-1.9	-4.9	0.4	0.2	0.2	-5.4	-7.6
COc1ccccc1OCc1ccc(C(=O)N(C)c2ccccc2)o1	8.3	24.6*	-1.3	4.0	-0.1	-4.9	0.0	0.4	-11.2	1.4
Cn1c(=O)c2c(nc(N3CCc4ccccc4C3)n2Cc2ccc(Br)cc2)n(C)c1=O	-1.0	0.1	-2.6	-0.9	-4.2	-0.2	-0.6	3.2	-0.8	-1.1
Cc1ccc(-n2c(=S)[nH]c3sc4c(c3c2=O)CCC4)cc1	-7.7	-4.8	-1.9	6.4	0.8	-2.4	0.0	-1.3	-4.8	2.0
Cc1ccc(C(=O)Oc2cccc(NC(=O)c3ccccc3)c2)cc1C	-3.7	-3.1	13.0*	-5.2	6.2	-1.7	-0.2	-4.3	20.5	8.1
Cc1cccc(C)c1NC(=O)CSc1nc(-c2ccco2)cc(C(F)(F)F)n1	-1.4	-3.0	-4.7	-4.1	7.1	-1.2	-0.6	-0.5	0.9	-0.2
COc1ccc(NC(=O)c2sc3ncn(CC(=O)N4CCCCC4)c(=O)c3c2C)cc1OC	-1.3	7.0	5.6	-2.0	-3.0	-3.0	0.6	-2.3	12.0	-5.2
CCOc1ccc(C2Nc3ccc4ccccc4c3-c3c2c(=O)oc2ccccc32)cc1 (stereo not given)	6.4	-1.1	-6.8	1.5	-0.8	-77.1	-0.9	-51.6	-0.7	4.9
CCCNC(=O)c1cc(C2CCCCN2C(=O)c2ccc(C(C)C)cc2)on1 (stereo not given)	-6.7	5.1	-3.4	7.1	5.3	-7.1	0.1	1.0	-3.2	-12.1
Cc1c(CC(=O)NCCC(=O)O)c(=O)oc2cc3oc4c(c3cc12)CCCC4	-0.6	-0.6	-39.5	1.3	-8.1	-362.0	0.9	-255.9	3.0	13.6
CCOC(=O)[C@]12CCCC=C1N(CCCOC)C(=O)[C@@H]2CC(=O)NCCCN1CCCC1=O	-0.8	3.6	-1.1	0.2	-5.3	3.0	0.2	2.1	.	.
O=C(O)C1CCCCC1C(=O)NCCCN1CCOCC1 (stereo not given)	9.0	0.3	-5.2	5.3	-2.8	0.7	0.0	-0.2	-1.1	7.2
COc1ccccc1NC(=O)c1ccc2nc(N3C(=O)CCC3=O)sc2c1	4.8	0.5	-2.4	-0.9	-2.8	1.4	0.3	0.7	0.3	15.1
O=C(Nc1ccc(S(=O)(=O)Nc2nccs2)cc1)c1ccc(=O)[nH]c1	-9.2	-3.3	-1.0	1.1	3.2	-15.0	-0.3	-14.0	-10.2	1.7
CCC(CO)Oc1cc(NC(=O)c2cccc(F)c2)c2ncn(C(C)C)c2c1 (stereo not given)	2.2	3.3	-4.8	-0.8	-4.8	0.4	0.0	0.7	-5.9	3.3
Cc1ccc(NC(=O)C(OC(=O)c2cnc(C)cn2)c2ccccc2)c([N+](=O)[O-])c1 (stereo not given)	-4.6	-1.0	0.3	2.8	-1.8	-4.8	0.1	2.6	-8.1	-3.3
O=C(Nc1ccc(Cl)cc1)c1ccc2nsnc2c1	-2.5	-2.7	1.3	-2.5	-5.8	5.1	-0.3	-0.4	-9.4	5.0
O=C(NC1CCCCC1)N1CCN(c2ccc([N+](=O)[O-])cc2)CC1	6.1	-5.6	1.1	-7.6	-6.1	-3.2	0.2	3.1	-16.2	0.2
O=C(Nc1ccon1)C12CC3CC(C1)CC(n1cnc([N+](=O)[O-])n1)(C3)C2	6.2	-4.8	2.2	4.1	-8.1	3.6	0.0	4.8	15.4	-2.3
Cc1cnc(CN(C)Cc2c(C(=O)N3CCc4ccccc4C3)nc3ccc(Cl)cn23)[nH]1	-0.1	1.9	-2.9	-4.9	-6.5	-4.9	0.6	0.1	1.9	4.8
COc1cc(S(=O)(=O)N2CCN(C)CC2)c(OC)cc1Cl	-6.8	0.3	-6.9	4.0	8.4	-2.6	0.2	1.3	0.9	7.6
CSc1ccc(N2C(=O)NC3(CCCCC3)C2=O)cc1	4.0	0.6	-0.4	-1.1	1.5	-1.4	0.0	0.3	6.5	3.5
Cc1ccc(C)c(OCC(=O)Nc2ccc(S(=O)(=O)Nc3onc(C)c3C)cc2)c1	2.4	1.3	-2.2	-2.8	12.7	-4.5	-0.4	-3.4	-6.2	1.3
Cc1cc(C)n(-c2cccc3cccnc23)n1	0.6	-1.4	-1.4	-4.4	4.5	5.0	0.0	5.6	-3.6	-8.4
CCN1CCCc2cc(CN(CCN3CCOCC3)C(=S)Nc3ccccc3C)ccc21	-1.4	-5.0	-9.1	-2.2	-7.3	-43.7	-0.2	-23.7	-5.6	-1.3
C[C@H]1CN([C@@H](C)CO)C(=O)CCCn2nncc2CO[C@@H]1CN(C)Cc1cccc(C(F)(F)F)c1	-5.7	1.4	-6.9	-7.0	1.9	0.2	-0.6	0.0	2.3	7.6
N#CC1=C(N)NC(SCc2ccccc2)=C(C#N)C12CCCC2	1.8	-0.6	4.2	-4.3	-6.0	-1.3	0.6	-2.7	2.9	9.2
Cc1c(C(=O)N2CCN(C(=O)c3ccccc3)CC2)oc2ccc(F)cc12	0.6	-0.4	-0.7	-3.9	-0.2	-9.2	0.0	-2.5	-7.2	-18.9
Cc1ccc(S(=O)(=O)c2c[nH]c3cc4c(cc3c2=O)OCO4)cc1	0.4	16.0	-6.1	11.0	2.6	-10.1	1.2	-3.8	-1.0	7.3
COCCN(CCOC)c1cc(C)c(C#N)c2nc3ccccc3n12	-2.0	1.9	-161.8	5.6	0.0	i	38.8*	i	-14.2	10.5
Cc1ccc(NC(=O)CCc2ccc(S(=O)(=O)N3CCOCC3)cc2)c(Cl)c1	7.4	1.0	-2.4	0.6	4.9	-6.5	0.1	-0.4	-18.8	-9.1
COc1ccc(C(=O)Nc2cc(S(=O)(=O)N3CCCCC3)ccc2C)cc1	1.3	2.8	1.0	0.9	5.2	-2.8	0.2	2.2	-11.1	12.6
Cc1ccccc1NC(=O)CCCN1C(=O)C2CC=CCC2C1=O (stereo not given)	-3.7	-3.0	-2.6	1.0	3.1	-5.2	-0.1	4.5	-10.9	-0.2

3 of the entries above in order of the PLCg1 inh value, low to high:
compound | DDE Tn6 FP inh | UHRF1 binding | ADAM17 inh | MBD2 DNA inh | Tn7 DDE FP | PLCb3 inh | KLK7 zymogen act | PLCg1 inh | ASAP1 GAP inh | ARFGAP1 inhibitor
Cc1c(CC(=O)NCCC(=O)O)c(=O)oc2cc3oc4c(c3cc12)CCCC4 | -0.6 | -0.6 | -39.5 | 1.3 | -8.1 | -362.0 | 0.9 | -255.9 | 3.0 | 13.6
Cc1ccc(NC(=O)CCc2ccc(S(=O)(=O)N3CCOCC3)cc2)c(Cl)c1 | 7.4 | 1.0 | -2.4 | 0.6 | 4.9 | -6.5 | 0.1 | -0.4 | -18.8 | -9.1
COc1ccccc1NC(=O)c1ccc2nc(N3C(=O)CCC3=O)sc2c1 | 4.8 | 0.5 | -2.4 | -0.9 | -2.8 | 1.4 | 0.3 | 0.7 | 0.3 | 15.1

(further entries)
Structure	DDE Tn6 FP inh	UHRF1 binding	ADAM17 inh	MBD2 DNA inh	Tn7 DDE FP	PLCb3 inh	KLK7 zymogen act	PLCg1 inh	ASAP1 GAP inh	ARFGAP1 inhibitor
Cc1[nH]c2ccccc2c1C(=O)C(C)OC(=O)C1CCC1 (stereo not given)	0.2	-2.5	-0.4	1.4	-8.4	-5.2	0.4	1.1	-13.8	6.7
CC(Oc1ccc(Cl)cc1Cl)C(=O)Nc1cccc(O)c1 (stereo not given)	0.1	8.8	-1.1	6.2	1.0	-1.6	-0.1	-3.4	-3.8	-4.7
Cc1cn2c(=O)c(C(=O)N3CCN(c4ccccc4F)CC3)cnc2s1	4.2	-2.1	-0.7	-3.0	-1.1	-8.3	0.3	-2.8	17.6	4.6
COc1ccc(NC(=O)CN2CCC(C(=O)c3ccc(F)cc3)CC2)c(OC)c1	5.4	-0.9	1.1	-1.1	-7.5	-5.5	0.0	1.0	5.1	8.5
O=c1nc2n(c3sc4c(c13)CCCC4)C(CBr)CS2 (stereo not given)	-2.3	-1.3	-4.1	-0.5	1.3	-0.9	0.0	-0.3	12.7	-5.2
CCN(C(=O)COC(=O)c1cccnc1Nc1cccc(C(F)(F)F)c1)C1CCS(=O)(=O)C1 (stereo not given)	1.3	0.6	-0.5	7.9	1.5	-5.2	-0.1	-6.1	0.8	-16.8
CC(C)CC1Nc2ncnc(N3CCOCC3)c2N(Cc2ccccc2)C1=O (stereo not given)	8.8&6.5	0.4&2.1	-1.3&-0.2	0.6&-3.3	1.2&-9.5	0.3&1.4	0.6&0.4	-0.2&1.4	0.9&-1.6	5.4&1.9
COc1cccc(CNC(=O)COC(=O)CCc2cc(OC)c(OC)c(OC)c2)c1	4.0	-1.8	-0.8	-0.5	2.0	-4.2	0.3	-1.4	1.7	-7.2
CCOc1ccc(NC(=O)CSc2nnc(Cc3cccn3C)n2-c2ccc(F)cc2)cc1	-9.2	-2.0	0.5	1.4	-0.4	-1.7	0.8	-0.1	1.7	-3.6
CC(=O)/C=C1\SC(CC(=O)O)C(=O)N1c1ccccc1 (stereo not given)	2.6	-3.2	0.2	-0.2	-3.8	0.9	0.0	1.0	4.5	2.1
COc1ccc(NC(=O)c2cccs2)cc1NC(=O)c1ccco1	-7.4	1.0	0.8	3.6	-7.0	0.8	0.6	3.5	-2.0	-11.6
O=C(CSc1ccc2nnc(-c3ccccn3)n2n1)Nc1cccc(F)c1	5.1	1.2	-3.3	0.0	-2.8	-8.6	-0.1	-1.7	-7.0	14.0
CCCCNC(=O)CSc1nc2cc3c(cc2c(=O)n1Cc1ccco1)OCO3	-8.7	1.9	-4.8	-5.2	0.6	-3.4	-0.1	-1.7	10.3	-7.1
NC(=S)Nc1nccc(-c2cccs2)n1	5.3	14.3	-2.7	6.4	-2.5	-10.8	0.7	3.0	7.8	-3.6
CC(C)C[C@H]1CN(CCCC[C@H]2CNC(=O)C(=O)N2CCc2ccccc2)C(=O)C(=O)N1CCC1CCCCC1	0.6	0.8	-2.4	4.5	5.4	2.7	0.4	-1.2	-2.1	4.3
CC(C)N1CCc2c(sc(NC(=O)c3ccc([N+](=O)[O-])o3)c2C(N)=O)C1	6.3	-16.7	4.4	-18.4	-0.4	-11.0	0.1	1.2	7.4	5.4
